Screening results from PubChem.
RAD54 branch: inhibitors of human RAD54 branch migration, primary screen, biochemical, fluorescence, single point | RAD54 Holliday junction branch migration, FAM/BHQ fluorescence | inhibition, % at 10.4 µM | 0.14% of 360,000 active;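 active means mean normalized replicate activity at least 40 and at least half of replicates scoring 40 or more; inconclusive means only one of the two criteria met; inactive means mean below 40 and under half of replicates reaching 40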;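 further: 0% = median of neutral control wells and 100% = median of positive control wells; inhibitors cause a drop in the FAM fluorescence signal; in these data hits start at about 50%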
Target sequence (Q92698 whole entry, looked up): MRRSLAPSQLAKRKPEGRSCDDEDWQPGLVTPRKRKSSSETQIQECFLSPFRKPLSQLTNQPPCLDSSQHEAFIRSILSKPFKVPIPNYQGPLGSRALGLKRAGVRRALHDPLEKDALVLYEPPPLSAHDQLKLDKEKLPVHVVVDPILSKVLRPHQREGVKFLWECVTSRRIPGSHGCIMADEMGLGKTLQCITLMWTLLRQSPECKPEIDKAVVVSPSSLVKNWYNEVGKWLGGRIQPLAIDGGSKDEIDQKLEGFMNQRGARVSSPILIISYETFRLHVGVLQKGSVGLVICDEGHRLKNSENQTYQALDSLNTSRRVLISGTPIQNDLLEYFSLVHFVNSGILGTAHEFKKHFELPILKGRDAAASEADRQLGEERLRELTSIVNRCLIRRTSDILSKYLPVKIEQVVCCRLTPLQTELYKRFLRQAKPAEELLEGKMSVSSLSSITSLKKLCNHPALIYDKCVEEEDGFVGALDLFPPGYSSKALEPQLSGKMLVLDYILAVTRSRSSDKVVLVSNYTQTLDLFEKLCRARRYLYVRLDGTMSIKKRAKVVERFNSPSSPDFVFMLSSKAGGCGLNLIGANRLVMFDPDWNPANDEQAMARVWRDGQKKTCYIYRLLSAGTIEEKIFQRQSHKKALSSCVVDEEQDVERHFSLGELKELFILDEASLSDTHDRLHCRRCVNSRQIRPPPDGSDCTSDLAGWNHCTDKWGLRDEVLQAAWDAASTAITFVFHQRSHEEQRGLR
ERAP1 HTS inh: human ERAP1 aminopeptidase inhibitors, primary screen, biochemical, single point, plate reader | Endoplasmic reticulum aminopeptidase 1 (Homo sapiens), Q9NZ08 | recombinant ERAP1, Leu-AMC fluorescence, 60 min | inhibition, % at 10.7 µM | 0.15% of 340,000 active;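 active means mean replicate inhibition of at least 30%, or all replicates individually reaching that 30% level; inactive means mean below 30% and not every replicate reaching it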;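 further: 0% = neutral control wells and 100% = L-leucinethiol positive control wells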
PglD DTNB: C. jejuni PglD acetyltransferase inhibitors, primary screen, biochemical, DTNB colorimetric, single point. 0.098% of 360,000 active. UDP-N-acetylbacillosamine N-acetyltransferase PglD (Campylobacter jejuni). AID 602405, 2012. inhibition, % at 12.5 µM. purified PglD enzyme, DTNB colorimetric CoA detection; in the data active means inhibition above about 16%, passing the limit was not always enough; inconclusive means no clear call, values can overlap the other calls; further: strong numbers were not always called active
RAD52 anneal inh: RAD52 DNA annealing inhibitors, primary screen, biochemical, FRET, single point, set 2 | inhibition, % at 18.7 µM | AID 651710, 2012 | DNA repair protein RAD52 homolog (Homo sapiens), P43351 | recombinant RAD52 DNA annealing, FRET fluorescence | 0.46% of 360,000 active;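 active means every replicate showing at least 50% inhibition; inconclusive means mean inhibition at least 50% but not in every replicate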
Cneo AK release: Cryptococcus neoformans cell lysis inducers, primary screen, AK release luminescence, single concentration. AID 651654, 2012. lysis activity, % at 15 µM. C. neoformans lysis, adenylate kinase release luminescence, 4 h; normalised: neutral wells 0, clomiphene wells 100. 0.2% of 360,000 active;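 active means mean lysis activity across replicates of at least 80%, whatever share of replicates individually reach that level; inactive means mean lysis activity below 80%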
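Material – log-phase Cryptococcus neoformans yeast cells · Input – 5 × 10^6 yeast cells/mL · Medium – fresh YPD growth medium · Doses – single compound concentration per well · Timing – static 4 h at 37 °C with compound, 1 h detection · Detection – adenylate kinase release luminescence · Read-out – signal increase indicating cell lysis · Control set – Clomiphene as positive lysis control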
PGC1a acetyl inh: inhibitors of PGC1a acetylation signal, primary screen, cell-based, U2OS, AlphaScreen, inhibitor mode; AlphaScreen anti-acetyl-lysine; with virally co-expressed GCN5 acetyltransferase; inhibition, % at 15.6 µM; 0.17% of 350,000 active; AID 651687, 2012;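 active means every replicate shows inhibition of at least 40%; inconclusive means mean inhibition at least 40% but some replicate below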;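 further: 0% = neutral control wells and 100% = positive control wells; some results beyond the cut were filed as inactive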
miR-122 sensor: miR-122 Renilla sensor signal increase in Huh7, primary screen, miR-122 inhibitor project, cell-based, single point, plate reader. 0.3% of 340,000 active. activation (reporter increase), % at 12.5 µM. Huh7 miR-122 Renilla luciferase sensor, 48 h; neutral wells = 0, positive control = 100;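 active means mean replicate activation score at least 90 and every replicate individually at or above 90; inconclusive means only one of the two criteria met; inactive means neither criterion met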;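 further: higher luciferase means less miR-122 activity so hits act as miR-122 inhibitors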
E-sel inducer: E-selectin induction in HUVECs, primary screen, imaging, HUVEC, immunofluorescence imaging, single point | normalized: neutral wells 0, TNF-alpha wells 100 | P16581 | activation, % at 7.58 µM | 0.37% of 260,000 active;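 active means mean E-selectin-positive cell signal at least 10% of the positive control, reached in at least 60% of replicates, without over 20% cell loss; inconclusive means no rule given, readout overlaps actives, possibly toxicity-flagged; inactive means the rest, including those meeting only one limit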;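 further: in these data hits start at about 27%; measured in HUVEC primary endothelial cells; signal is the percent of cells scored E-selectin positive by PE staining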
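assay system = HUVEC, human umbilical vein endothelial cells | input = 3,000 HUVEC seeded per well | medium = EGM-2 growth medium on 0.1% gelatin-coated wells | dosing = one compound dose added by pin transfer | signal = immunofluorescence imaging | read-out basis = % PE-positive cells | control set = TNF-alpha, DMSO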
Numbers without * were called inactive; ? = inconclusive; · = not tested or not shown; & = joins results of further samples; ! = not confirmed by another sample; [ ] = another dose, or the depositor's remark.

Screens in order – RAD54 branch	ERAP1 HTS inh	PglD DTNB	RAD52 anneal inh	Cneo AK release	PGC1a acetyl inh	miR-122 sensor	E-sel inducer
COC(=O)c1ccc(COC(=O)CNC(=O)c2cccc(OC)c2)o1
 : -4	2	4	-14	-3	-5	-3	1.2
CCc1ccc2c(CN(CC)Cc3nc4ccccc4c(=O)[nH]3)cc(=O)oc2c1
 : -6	·	-3	·	0	-14	3	·
O=C(NC[C@H]1[C@H](c2ccccc2)[C@@H](CO)N1C(=O)Cc1cccnc1)C1CC1
 : 7	-1	-1	-14	-3	-5	-21[16.7 µM]	0.0
O=C(Nc1ccccc1N1CCCCC1)c1ccc2nccnc2c1
 : 11	·	-1	·	-1	-7	33	·
Cc1sc(NC(=O)CSc2nc(O)cc(=O)[nH]2)nc1-c1ccccc1
 : ·	-2	·	-33	·	-22	-6	·
Cc1ccc(CN2CCN(CC(=O)N/N=C/c3c[nH]c4ccccc34)CC2)cc1
 : 3	·	1	·	-2	·	-6	·
COc1ccc(C2CC(c3ccccc3)=NN2c2ccccc2)c(C(=O)O)c1OC (stereo not given)
 : -9	19	-1	-8	2	·	20	-0.3
CC(=O)N1c2ccc(S(=O)(=O)N(C)Cc3ccccc3)cc2CC1C (stereo not given)
 : 8	1	0	-14	6	-3	12	-0.8
CCCNC(=O)[C@@H]1[C@@H](CO)[C@@H]2Cn3c(ccc(-c4cncnc4)c3=O)[C@@H]2N1C(=O)c1ccccc1F
 : 3	1	1	-6	-8	·	-2[16.7 µM]	-0.2
c1ccc(CSc2nnnn2-c2ccccc2)cc1
 : 25	·	5	·	-2	9	4	·
CC1CCCCC1NC(=O)Cn1cnc2sccc2c1=O (stereo not given)
 : -8	2	6	0	2	·	·	0.3
COc1ccc(N2C(=O)CC(NC3CC3)C2=O)cc1 (stereo not given)
 : -14	·	-2	·	10	-8	-3	·
CCC(=O)N(C)C[C@H]1Oc2ncc(C#CC(C)C)cc2C(=O)N([C@H](C)CO)C[C@@H]1C
 : 2	-2	1	2	-3	7	·	0.0
CCc1ccc(CN2CCCC(C(=O)N3CCCCC3)C2)cc1 (stereo not given)
 : 11	-2	2	-16	0	·	·	0.0
COc1ccc(OC)c(/C=C/C(=O)NCCc2nc3ccccc3[nH]2)c1
 : 12	·	-8	0	2	0	-4	·
CCc1cccc(C)c1NC(=O)CCCN1C(=O)CN(C)C1=O
 : -19	2	6	1	-4	9	-1	-0.8
Cc1cccc(NC(=O)CNC(=O)CCNC(=O)c2ccc(C(C)(C)C)cc2)c1C
 : -6	5	0	3	-2	·	·	?
C=CCC1c2cccc(C(=O)OC)c2C(=O)N1c1ccccc1 (stereo not given)
 : 4	·	-3	·	1	-3	0	·
NC(=NCCCCCCN=C(N)/N=C(\N)Nc1ccc(Cl)cc1)/N=C(\N)Nc1ccc(Cl)cc1
 : 59*!	-2&-1&-2	-2&6&-3	95*	54&27&-9	-6&-28&-3	-7&-10&-2	-0.1&-0.1&0.0
COc1ccc(/C=N/Nc2ccccc2C(=O)O)cc1Cn1cc([N+](=O)[O-])cn1
 : -17	-10	3	-15	-1	2	2	·
CC(=O)N/C(=C/c1ccccc1)C(=O)N1CCCCC1
 : -5	·	-7	·	18	6	0	·
C[C@@H]1CN([C@@H](C)CO)C(=O)c2cc(NC(=O)c3ccncc3)ccc2O[C@@H]1CN(C)C(=O)Nc1ccc(C(F)(F)F)cc1
 : -16	-7	-2	-2	1	8	9[16.7 µM]	0.0
C[C@H]1CN([C@@H](C)CO)C(=O)c2cccc(NS(=O)(=O)c3ccc(Cl)cc3)c2O[C@@H]1CN(C)CC1CC1
 : -3	-1	-1	3	89*	-13	-3[16.7 µM]	·
COc1ccc(S(=O)(=O)NCCC(=O)NC2CCCCC2C)cc1[N+](=O)[O-] (stereo not given)
 : -4	0	1	-15	-1	·	-8	-0.6
COc1cccc(-c2cnc(C(O)c3ccc(CN4CCCC4)cc3)[nH]2)c1 (stereo not given)
 : -1	11	-1	-1	1	·	2	-0.1
C[C@@H]1CN([C@H](C)CO)C(=O)c2cc(NC(=O)C3CCCCC3)ccc2O[C@@H]1CN(C)Cc1ccc(-c2ccccc2)cc1
 : -1	·	1	11	1	-3	6[16.7 µM]	-0.1
COc1ccc(CNC(=O)C2CC(c3ccccc3C(F)(F)F)=NO2)cc1 (stereo not given)
 : 0	-3	-7	-1	-1	·	4	-0.3
CCCNC(=O)N(C)C[C@H]1Oc2ncc(C#CC3CCCCC3)cc2C(=O)N([C@@H](C)CO)C[C@@H]1C
 : -15	4	1	19	109*	12	10[16.7 µM]	0.0
Cc1nc(CCNC(=O)CC2C(=O)NCCN2CC(C)C)nc2c1CCC2 (stereo not given)
 : -4	3	-2	-31	4	5	5	0.0
CCC(C)N1CC23C=CC(O2)C(C(=O)OCc2ccccc2)C3C1=O (stereo not given)
 : 2	·	2	·	3	9	-1	·
CN1CCN(C(=O)C[C@H]2CC[C@@H]3[C@H](COC[C@H](O)CN3Cc3ccc4c(c3)OCO4)O2)CC1
 : -2	3	1	-2	-1	4	1[16.7 µM]	0.0
O=S(=O)(N/N=C\c1ccc2c(c1)OCO2)c1ccccc1
 : 1	-8	9	-11	8	5	50	0.0
COCCSc1ccccc1C(=O)N1CCN(Cc2ccccc2)CC1
 : -1	·	1	6	1	·	-3	0.3
O=C(NCc1ccncc1)/C(=N/O)c1ccccc1
 : -12	·	1	·	-1	10	-4	·
COc1ccc(NC(=O)N(C)C[C@@H]2Oc3ccc(NC(=O)Nc4cccc5ccccc45)cc3C(=O)N([C@H](C)CO)C[C@@H]2C)cc1
 : 1	1	-4	1	50	-2	-1[16.7 µM]	0.2
C=CCN=C1SC(C)C(=O)N1S(=O)(=O)c1ccccc1 (stereo not given)
 : 3	0	-4	-31	1	50	-7	·
CC(C(=O)N1CCc2ccccc21)N1CCN(S(=O)(=O)c2cccc(C(F)(F)F)c2)CC1 (stereo not given)
 : 2	0	0	-1	-2	2	-9	·
C[C@@H](NC(=O)C[C@@H]1C[C@@H]2c3cc(NC(=O)CC4CC4)ccc3O[C@@H]2[C@@H](CO)O1)c1ccccc1
 : 1	·	2	·	-14	10	1[16.7 µM]	-0.3
CCc1nnc(NC(=O)CCN2C(=O)c3ccccc3C2=O)s1
 : 4	·	2	·	-1	·	5	·
O=C1CCN(S(=O)(=O)c2ccccc2)CCN1CCOCc1ccc(Cl)cc1
 : 9	·	-2	1	-9	·	-2	1.0
O=c1[nH]cnc2ncc(-c3ccc(O)cc3)nc12
 : 3	·	-4	-9	6	13	-15	·
Cc1ccc(CN(c2ccc(C(=O)N3CCc4ccccc4C3)cc2)S(C)(=O)=O)cc1
 : 4	·	0	·	-2	-2	-4	·
CCOC(=O)N1CCN(C(=O)c2ccc(C)c(S(=O)(=O)Nc3ccccc3)c2)CC1
 : -2	·	-2	·	0	13	16	·
CC(C)n1c(=N)c(C(=O)NCCc2ccccc2)cc2c(=O)n3ccccc3nc21
 : 25	·	-9	·	-1	-27	6	·
Cc1ccc(NS(=O)(=O)c2ccc(CCC(=O)O)cc2)cc1
 : -7	-2	6	-10	-5	1	2	·
C=CCn1cc(Cl)c(=O)n(CC=C)c1=O
 : 0	·	-1	·	-1	13	-3	·
Cc1ccc(S(=O)(=O)NCc2ccccc2)cc1C(=O)N(C)Cc1ccc(F)cc1
 : -8	1	-4	-3	-3	4	17	-0.5
C[C@@H]1CN([C@H](C)CO)C(=O)c2cc(N(C)C)ccc2O[C@@H](C)CCCCO[C@@H]1CN(C)C(=O)c1ccncc1
 : 2	0	-2	-27	-2	-2	-2[16.7 µM]	0.3
Cc1cccc(N2CCN(S(=O)(=O)c3cc4c(cc3Cl)NC(=O)CO4)CC2)c1C
 : -13	2	-8	-9	0	·	·	3.1
N=c1c(C(=O)NCc2ccccc2)cc2c(=O)n3ccccc3nc2n1CCCN1CCOCC1
 : 19	·	6	·	1	-10	2	·
O=C1CCCc2c1[nH]c1c(Br)cccc21
 : 3	·	-8	·	0	8	3	·
Cn1cc(NC(=O)OCc2ccc(Cl)cc2)c(C(F)(F)F)n1
 : ·	2	·	-10	·	-12	·	1.3
CC(C)c1ccccc1NC(=O)CNC(C)c1ccc(F)cc1 (stereo not given)
 : -5	1	-3	-7	9	-4	-2	·
Cc1ccc(S(=O)(=O)NCC[C@@H]2CC[C@H](NC(=O)c3cnccn3)[C@@H](CO)O2)cc1
 : 0	0	0	-5	-3	4	2[16.7 µM]	-1.6
Cn1c(CCN2CCCCC2)nc2cc(NC(=O)NC3CCCCC3)ccc21
 : 12	·	3	·	-3	-2	-17	·
CC(C)(C)NC(=O)Cn1nnc(-c2ccccc2NC(=O)c2ccco2)n1
 : -7	·	2	·	3	?	-7	·
COc1ccc(OC)c(S(=O)(=O)Nc2ccc(OCC(=O)O)cc2)c1
 : -1	3	2	-15	-1	8	·	-0.2
C[C@H](CO)N1C[C@H](C)[C@@H](CN(C)S(=O)(=O)c2ccc(F)cc2)Oc2ccc(NS(=O)(=O)c3ccc(F)cc3)cc2C1=O
 : 7	0&4	-4	4&-7	1	-2	7	1.3&-0.2
CCOC(=O)C(CCCCC(NC(C)=O)(C(=O)OCC)C(=O)OCC)(NC(C)=O)C(=O)OCC
 : -27	5	0	-11	-4	-13	-14	3.0
CC1C(=O)N(Cc2cn(Cc3ccco3)nn2)CCS(=O)(=O)N1Cc1ccc(-c2ccncc2)cc1 (stereo not given)
 : -3	-1	-6	-24	0	2	-6	·

Additional compounds follow.
Screens in order – RAD54 branch	ERAP1 HTS inh	PglD DTNB	RAD52 anneal inh	Cneo AK release	PGC1a acetyl inh	miR-122 sensor	E-sel inducer
O=C(NN1CCOCC1)c1ccc(Cl)cc1Cl
 : -8	-1	13	-7	-1	·	-3	·
Cc1nc(COc2cccc(Cl)c2)sc1C(=O)/C=C/N(C)C
 : 6	·	18	-191	-5	·	-1	·
Cc1ccc(SCCC(=O)OCC(=O)NCC2CCCCC2)cc1
 : ·	9	·	-12	·	-17	0	·
CC(C)(C)C(=O)Nc1ccc(NC(=O)C(C)(C)C)cc1
 : 0	·	-4	-10	-2	4	-10	2.2
Cc1ccc(-n2ncc3c2CCCC3NC(=O)c2ccoc2)cc1C (stereo not given)
 : 12	3	-1	5	-3	·	·	·
COC(=O)CCCC1=CC2=CC(=O)C(C)(OC(=O)c3cccs3)C(=O)C2=CN1CC(C)C (stereo not given)
 : -12	-2	-5	-22	-2	·	-9	0.1
C[C@@H]1CN([C@H](C)CO)C(=O)c2cc(/C=C/c3ccccc3)cnc2O[C@@H]1CN(C)Cc1ccccc1
 : 4	1	-2	28	5	-6	-6[16.7 µM]	0.1
